Compound activity from PubChem.
3CLpro inhibitor: SARS-CoV 3CLpro protease inhibition. P0C6X7. recombinant SARS-CoV 3CLpro, quenched FRET peptide cleavage. inhibition, % at 6 µM. 290,000 compounds, 0.14% hits; in the data active = inhibition above about 12%
CCHF vOTU inh: CCHFV vOTU protease inhibition; inhibition, % at 11.5 µM; Pep-AMC fluorescence; 370,000 compounds, 0.55% hits; in the data active = inhibition above about 30%; note: 0% = vehicle wells with enzyme and 100% = no enzyme wells
TcdB GH inh: TcdB glycohydrolase inhibition | AID 652162 | inhibition, % at 9.99 µM | 350,000 compounds, 0.24% hits | TcdB glycohydrolase enzymatic assay, plate reader; in the data active = inhibition above about 10%
Anthrax LF prot: blocks Bacillus anthracis lethal factor protease; P15917; multiplex microsphere protease cleavage assay, LF; inhibition, % at 10 µM; 360,000 compounds, 0.12% hits; AID 588501; note: plate controls were buffer without enzyme for full effect and enzyme alone for no effect
Target sequence (P15917 whole entry, looked up): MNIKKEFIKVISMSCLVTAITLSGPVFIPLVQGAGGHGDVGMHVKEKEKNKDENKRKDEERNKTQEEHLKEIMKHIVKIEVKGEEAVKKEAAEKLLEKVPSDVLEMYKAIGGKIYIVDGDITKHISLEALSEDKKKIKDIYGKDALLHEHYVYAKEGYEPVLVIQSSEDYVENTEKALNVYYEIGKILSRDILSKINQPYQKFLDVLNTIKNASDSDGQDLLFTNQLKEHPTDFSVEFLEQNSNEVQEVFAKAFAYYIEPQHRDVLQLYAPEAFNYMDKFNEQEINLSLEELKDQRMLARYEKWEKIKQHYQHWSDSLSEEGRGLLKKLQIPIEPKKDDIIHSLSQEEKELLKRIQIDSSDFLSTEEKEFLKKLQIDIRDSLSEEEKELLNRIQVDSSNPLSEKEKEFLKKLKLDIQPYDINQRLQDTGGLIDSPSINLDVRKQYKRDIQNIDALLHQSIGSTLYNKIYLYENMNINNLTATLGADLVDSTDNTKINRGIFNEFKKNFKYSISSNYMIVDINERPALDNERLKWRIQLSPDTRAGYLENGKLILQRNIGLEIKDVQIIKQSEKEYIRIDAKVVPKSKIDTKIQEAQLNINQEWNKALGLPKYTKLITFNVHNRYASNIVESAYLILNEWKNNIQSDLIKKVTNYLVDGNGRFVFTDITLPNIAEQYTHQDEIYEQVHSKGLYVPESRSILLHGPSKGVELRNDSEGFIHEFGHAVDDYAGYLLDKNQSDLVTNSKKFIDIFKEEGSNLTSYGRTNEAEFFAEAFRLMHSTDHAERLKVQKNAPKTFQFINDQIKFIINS
DUSP3 inh: blocks human VHR1 dual specificity phosphatase; recombinant VHR phosphatase, pNPP absorbance; 290,000 compounds, 0.52% hits; inhibition, % at 13.3 µM; in the data active = inhibition above about 50%; note: some compounds called inactive have numbers as strong as hits
Target sequence (P51452 whole entry, looked up): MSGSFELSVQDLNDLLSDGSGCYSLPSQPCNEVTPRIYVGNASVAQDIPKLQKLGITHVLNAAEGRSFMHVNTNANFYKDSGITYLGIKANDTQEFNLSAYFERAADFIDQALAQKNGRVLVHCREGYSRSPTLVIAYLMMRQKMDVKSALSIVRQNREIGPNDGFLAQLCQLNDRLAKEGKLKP
BH1578 lux ind: quorum light induction in luxS cqsA deficient V. cholerae; V. cholerae BH1578 lux reporter, luminescence, 6 h; activation, % at 18.7 µM; 350,000 compounds, 0.16% hits; AID 588436; in the data active = activation mostly above about 9.7%, no sharp cut-off; inconclusive = no clear call, values can overlap the other calls; inactive = mostly below about 3.7%; note: not every result past the cut was called active; inactives centre near 0; reference of the scale not given here
Yp Topo-I inh: inhibitors of Yersinia pestis topoisomerase I. 360,000 compounds, 0.064% hits. Y. pestis Topo-I cleavage product accumulation, plate reader. activity, % at 10 µM; in the data active = activity above about 50%, passing the limit was not always enough; inconclusive = no clear call, values can overlap the other calls; note: inactives centre near 2
SSB-PriA inh: K. pneumoniae PriA-SSBct interaction inhibition | AlphaScreen SSBct-PriA binding, biotinylated peptide | inhibition, % at 33 µM | 430,000 compounds, 0.6% hits | AID 1272365; in the data active = inhibition mostly above about 37%, no sharp cut-off; inactive = mostly below about 20%;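 note: plate controls were negative control peptide for no effect and reference peptide for full effect; strong numbers were not always called active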
BoNT-A LC inh2: inhibitors of Botulinum neurotoxin A light chain protease; multiplex microsphere protease substrate cleavage, flow cytometry; inhibition, % at 10 µM; 360,000 compounds, 0.17% hits; note: plate controls were buffer without enzyme for full effect and enzyme alone for no effect
PfHsp40 rescue: restores yeast growth despite PfHsp40 toxicity. S. cerevisiae expressing PfHsp40, growth rescue, ATP luminescence. growth rescue, % at 12.5 µM. AID 504582. 340,000 compounds, 0.68% hits; in the data active = growth rescue above about 28%, passing the limit was not always enough; inconclusive = no clear call, values can overlap the other calls;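 note: yeast W303a lacking pdr1 and pdr3 grown in galactose medium; growth measured after three days at 30 °C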
The depositor's hits bear a star; i = inactive; u = inconclusive; x = no result given. Cut-off read from the data, not from the text of the source, unless noted: active = inhibition above about 30%; inconclusive = no clear call, values can overlap the other calls; inactive = below that. A portion of the library. The share of hits here may be higher or lower than overall.

SMILES	3CLpro inhibitor	CCHF vOTU inh	TcdB GH inh	Anthrax LF prot	DUSP3 inh	BH1578 lux ind	Yp Topo-I inh	SSB-PriA inh	BoNT-A LC inh2	PfHsp40 rescue
CCCC(C)NC(=O)Cn1c(=O)c2c(ncn2CCC(C)C)n(Cc2ccccc2)c1=O (stereo not drawn)	-7	16	-0.1	0	26	-0.2	17	-7	-2.7	-1.0
Cc1csc(C(=O)O)c1NC(=O)c1ccc(F)cc1	-3	-11	2.1	4	2	i	6	-3	0.2	0.0
CCOC(=O)CCC(=O)Nc1ccc(S(=O)(=O)N2CCc3ccccc32)cc1	7	-6	0.6	0	26	-0.3	5	9	-0.5	-0.1
COc1ccc(CCN(C)S(=O)(=O)c2cn(C)c(=O)n(C)c2=O)cc1OC	x	1	0.9	-1	x	i	-5	-7	-5.1	-0.8
O=C(C(c1ccccc1)c1ccccc1)N1CC[C@@]2(O)CCCC[C@H]2C1	0	-7	0.5	-26	13	-0.4	18	-8	-2.7	-1.6
O=C(CSc1ccc2nnc(CCNC(=O)c3ccc(F)cc3)n2n1)NCC1CCCO1 (stereo not drawn)	-3	1	0.8	-5	28	-5.0	12	-7	-0.8	-1.3
CS(=O)(=O)N1CCc2cc(S(=O)(=O)Nc3ccc4c(c3)OCCO4)ccc21	1	-16	0.1	2	-15	i	-5	-6	1.1	0.3
O=C(O)COc1ccc2c(c1)OCCO2	-1	-6	x	-3	-21	i	-1	-3	-0.8	-1.5
Clc1ccc2nc(C(Cl)(Cl)Cl)[nH]c2c1	x	4	1.1	0	x	i	-9	x	-0.1	x
COCCn1nnnc1C(c1ccc(Cl)cc1)N1CCN(C(=O)c2ccco2)CC1 (stereo not drawn)	2	-1	1.5	4	7	-0.4	-7	1	-5.7	0.1
COc1ccc(-n2c(CNC(=O)COc3ccc(Cl)cc3)n[nH]c2=S)cc1	2	-2	1.6	4	19	-2.1	-13	-9	-0.8	-0.9
CCOc1ccc(OCC)c(NC(=O)C2C3C=CC(O3)C2C(=O)NCc2ccco2)c1 (stereo not drawn)	2	4	x	-11	-4	-0.3	2	-3	-4.2	1.2

Quoted from the listing.
Result for CCCC(C)NC(=O)Cn1c(=O)c2c(ncn2CCC(C)C)n(Cc2ccccc2)c1=O (stereo not drawn) under CCHF vOTU inh: 16
Result for O=C(O)COc1ccc2c(c1)OCCO2 under Yp Topo-I inh: -1

(listing goes on)
SMILES	3CLpro inhibitor	CCHF vOTU inh	TcdB GH inh	Anthrax LF prot	DUSP3 inh	BH1578 lux ind	Yp Topo-I inh	SSB-PriA inh	BoNT-A LC inh2	PfHsp40 rescue
Cc1ccc(F)c(NC(=O)c2cncn2-c2ccccc2)c1	4	6	-2.1	8	31	-0.3	-1	-3	1.9	0.1
C[N+]1(C)[C@@H]2CC[C@H]1CC(OC(=O)[C@@H](CO)c1ccccc1)C2 (stereo partly drawn)	-3	-6	-0.9	4	13	-0.9	1	-10	-2.3	-0.4
CCCN(CCC)c1nc(N(CCC)CCC)[nH]c(=O)n1	0	4	0.7	0	16	-0.4	0	-4	0.3	-0.1
Nc1ccn(CC(=O)NCc2ccccn2)c(=O)n1	x	5	1.8	-2	x	i	0	3	0.3	-1.7
O=[N+]([O-])c1cc2c(cc1CNCCc1ccc3c(c1)OCO3)OCO2	2	18	0.5	1	-4	-0.1	-6	-2	0.1	-0.1
COc1ccc(CNC(=O)C2CCC(=O)N(CC3CCCCC3)C2)cc1 (stereo not drawn)	-2	-9	0.5	-1	5	1.6	11	-2	-1.0	-2.3
CCN(CC)S(=O)(=O)c1cccc(-c2n[nH]c(=S)n2C)c1	1	3	2.6	-3	12	0.5	39	-19	-0.7	-0.6
COC(=O)CCCC1=CC2=C(c3ccccc3)C(=O)C(C)(OC(=O)C3CCCC3)C(=O)C2=CN1CCCCO (stereo not drawn)	x	6	-1.9	0	11	4.5	-6	-6	-0.4	0.1
Cc1c(NC(=O)CN2C(=O)NC3(CCCC3)C2=O)c(=O)n(-c2ccccc2)n1C	5	16	-2.9	-5	18	i	3	-10	-0.5	-0.5
Cc1cc(C)c(S(=O)(=O)N2CCN(C(=O)C3CC3)CC2)c(C)c1	x	13	0.4	-1	x	-5.0	3	-2	4.5	-0.6
CCC(C)NC(=O)C(NS(=O)(=O)c1ccc2c(c1)c(=O)n(C)c(=O)n2C)c1ccccc1 (stereo not drawn)	-4	3	1.3	0	19	0.2	3	-1	0.6	0.6
CCN(c1ccccc1)S(=O)(=O)c1cccc(C(=O)NCC(c2cccs2)N(C)C)c1 (stereo not drawn)	-1	11	0.4	-1	13	-0.4	31	11	-0.7	-1.1
CN(C)C(=O)CN1C(=O)NC(c2ccccc2)(c2ccccc2)C1=O	0	-4	-2.7	12	27	-0.4	3	-9	-4.6	0.4
CSC1=NCCN1C(=O)C12CC3CC(CC(C3)C1)C2	6	1	-0.5	1	2	-0.7	0	-3	-0.6	-0.3
O=[N+]([O-])c1ccccc1S(=O)(=O)N1CCN(S(=O)(=O)c2ccc3c(c2)OCCO3)CC1	x	x	x	-7	x	-1.4	21	-3	-0.1	-1.6
O=C(c1ccco1)N1CCN(C(=O)C2CCN(S(=O)(=O)c3cccs3)CC2)CC1	0	-3	x	5	17	i	8	-9	3.5	0.1
COc1ccc(Cl)cc1C(=O)NCCCSc1ccccc1	7	6	-0.5	2	-20	-0.9	29	-54	-1.3	-0.5
Nc1ncnc2c1ncn2[C@@H]1O[C@H](CNC(=O)[C@@H](N)Cc2ccc(C(F)(F)F)cc2)[C@@H](O)[C@H]1O	x	1	1.0	0	x	i	-9	-12	-0.6	0.3
CC(C)c1ccc(OCC(=O)Nc2ccc(S(=O)(=O)Nc3ccccn3)cc2)cc1	-1	17	-0.6	8	-40	-2.2	11	-9	-1.7	-0.2
Nc1ccc2nc(SCc3ccccc3F)sc2c1	0	12	0.6	-3	20	-0.1	-8	7	0.9	3.1
CCOC(=O)c1nn(-c2ccc(OC)cc2)c(=O)c2c(N)scc12	3	17	0.7	-4	-9	-0.4	2	8	0.3	-0.5
Cc1ccc(S(=O)(=O)Nc2cc3c4c(c2)CCC(=O)N4CCC3)cc1	x	2	0.0	-4	x	i	15	4	1.5	0.5
O=C(CSc1nc2ccccc2c(=O)n1CCCO)N1CCc2ccccc21	4	3	1.0	-1	13	i	10	0	0.3	1.8
S=c1[nH]nc(-c2cccc(Cl)c2)n1/N=C/c1ccc(-c2ccccc2Br)o1	-5	-10	0.4	-5	33	0.1	1	x	-1.4	0.0
CC(=O)N1CN(S(=O)(=O)c2ccc(C)cc2)CC1C (stereo not drawn)	0	-10	1.2	-4	37	i	-2	-27	-0.3	7.3
O=C(COC(=O)CNS(=O)(=O)c1ccc(F)c(F)c1F)NC1CC1	x	-1	3.8	0	x	i	4	-8	-2.9	1.5
CN(CC(=O)Nc1ccc(OC(F)F)cc1)S(=O)(=O)/C=C/c1ccccc1	x	8	2.7	1	x	-0.5	0	-11	1.1	4.1
COc1ccc(-c2csc3ncnc(N4CCN(S(=O)(=O)c5cccc(F)c5)CC4)c23)cc1	x	-8	0.9	-8	x	1.6	39	-19	-36	5.2
Cc1ccccc1-n1ccnc1SCC(=O)NC1CCCC1	4	3	-13	-3	-6	-0.4	-2	4	0.1	1.9
CCCCNC(=O)CSc1nc2n[nH]c(C)c2c(=N)n1-c1cccc(Cl)c1C	4	2	x	0	-8	i	5	-3	-1.4	0.9
Cc1cccc(CSc2ncc(CO)n2C)c1	0	-5	x	0	45	-0.5	1	-14	-0.6	1.4
CCNC(=S)N1CCN(CC(=O)Nc2ccc(Br)cc2)CC1	0	9	x	-1	5	-0.7	-2	-2	-1.0	-1.3
C#CCSc1[nH]c(=O)cc(C)c1C#N	5	-6	0.6	-4	-18	-0.4	1	-8	-0.5	2.2
CCOc1ccc(N2CC(C(=O)Nc3ccccc3F)CC2=O)cc1 (stereo not drawn)	1	-3	x	-1	22	-2.9	9	4	0.2	1.6
Cc1cc(NC(=O)Cn2c(C)nc3ccccc3c2=O)ccc1Br	1	5	x	-6	-4	3.6	1	-6	0.4	-2.0
CCOC(=O)CC/C(C)=N\N=C1\SC(CC(=O)O)C(=O)N1c1ccccc1 (stereo not drawn)	4	0	1.0	-1	-3	i	0	x	-0.8	2.0

A section of the results above:
SMILES	3CLpro inhibitor	CCHF vOTU inh	TcdB GH inh	Anthrax LF prot	DUSP3 inh	BH1578 lux ind	Yp Topo-I inh	SSB-PriA inh	BoNT-A LC inh2	PfHsp40 rescue
CC(=O)N1CN(S(=O)(=O)c2ccc(C)cc2)CC1C (stereo not drawn)	0	-10	1.2	-4	37	i	-2	-27	-0.3	7.3
O=C(COC(=O)CNS(=O)(=O)c1ccc(F)c(F)c1F)NC1CC1	x	-1	3.8	0	x	i	4	-8	-2.9	1.5
CN(CC(=O)Nc1ccc(OC(F)F)cc1)S(=O)(=O)/C=C/c1ccccc1	x	8	2.7	1	x	-0.5	0	-11	1.1	4.1
COc1ccc(-c2csc3ncnc(N4CCN(S(=O)(=O)c5cccc(F)c5)CC4)c23)cc1	x	-8	0.9	-8	x	1.6	39	-19	-36	5.2
Cc1ccccc1-n1ccnc1SCC(=O)NC1CCCC1	4	3	-13	-3	-6	-0.4	-2	4	0.1	1.9
CCCCNC(=O)CSc1nc2n[nH]c(C)c2c(=N)n1-c1cccc(Cl)c1C	4	2	x	0	-8	i	5	-3	-1.4	0.9
Cc1cccc(CSc2ncc(CO)n2C)c1	0	-5	x	0	45	-0.5	1	-14	-0.6	1.4
CCNC(=S)N1CCN(CC(=O)Nc2ccc(Br)cc2)CC1	0	9	x	-1	5	-0.7	-2	-2	-1.0	-1.3
C#CCSc1[nH]c(=O)cc(C)c1C#N	5	-6	0.6	-4	-18	-0.4	1	-8	-0.5	2.2
CCOc1ccc(N2CC(C(=O)Nc3ccccc3F)CC2=O)cc1 (stereo not drawn)	1	-3	x	-1	22	-2.9	9	4	0.2	1.6
Cc1cc(NC(=O)Cn2c(C)nc3ccccc3c2=O)ccc1Br	1	5	x	-6	-4	3.6	1	-6	0.4	-2.0

Next section:
SMILES	3CLpro inhibitor	CCHF vOTU inh	TcdB GH inh	Anthrax LF prot	DUSP3 inh	BH1578 lux ind	Yp Topo-I inh	SSB-PriA inh	BoNT-A LC inh2	PfHsp40 rescue
O=C(O)CSc1c2c(nc3cc(C(=O)Nc4cccc(C(F)(F)F)c4)ccc13)CCC2	0	12	-0.5	7	-15	-0.3	-5	-1	7.3	1.6
C=C(C)Cn1c(-c2cccs2)n[nH]c1=S	1	-23	5.5	-3	11	-0.4	-4	-5	-1.3	0.4
Cc1ccc(SCC(=O)OCC(=O)NCC2CCCCC2)cc1C	x	16	-0.2	x	x	-0.9	16	-11	x	1.2
CC1=C([N+](=O)[O-])C(c2ccccc2C(F)(F)F)NC(=O)N1C (stereo not drawn)	-1	5	0.4	-3	8	-1.2	4	2	u	-1.0
CN(C)C(=O)C[n+]1cccc(/C=N/O)c1	-4	-3	-0.1	2	1	i	-4	x	-0.9	0.5
Cc1ccc(S(=O)(=O)N2CCN(S(C)(=O)=O)C2C)cc1 (stereo not drawn)	x	-12	2.0	-2	x	1.9	-8	-8	1.6	0.5
CCOC(=O)COc1ccc(Br)cc1/C=C1\SC(N)=NC1=O	4	-10	1.3	-9	-32	-0.6	10	x	2.9	0.8
Cc1nc(COc2ccc(C(=O)Nc3ccccc3N3CCOCC3)cc2)cs1	-1	-4	0.6	-4	28	-0.2	20	-11	1.6	-0.1
CC(C)(C)c1nc(-c2ccccc2)nc2c1OCCC2	x	3	0.9	-9	x	i	5	-41	-0.6	-1.1
Cn1nc(C(=O)OCC(=O)Nc2ccccc2[N+](=O)[O-])c2ccccc2c1=O	x	-8	1.1	-5	x	i	-1	-12	0.4	-0.4
Cc1ccc(S(=O)(=O)N(C)Cc2nc(-c3ccncc3)no2)cc1	5	-19	x	-8	6	i	3	-11	-0.3	-0.2
